ERK EGF inh – blocks ERK signaling stimulated by EGF; 130,000 compounds, 0.41% hits; HEK293-V1b, EGF-stimulated phospho-ERK AlphaScreen; Potency, µM (top dose mostly 11.5 µM), for inactives: at the top dose activity change, negative = inhibition, usual class: inhibitors; active = well fitted inhibition curve with a large enough effect; inconclusive = small, poorly fitted or top-dose-only effect, or effect the other way;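 also: plate controls were stimulated vehicle wells for no effect and unstimulated vehicle basal for full effect; nearly all actives have a fitted effect of over 55% in size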
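Compounds are titrated over HEK293-V1b cells kept overnight in 1% FBS. After 30 min at 37C, EGF (25 nM final) triggers ERK phosphorylation for 5 min, measured by AlphaScreen in lysates.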
Numbers without * were called inactive; ? = inconclusive; [ ] = another dose, or the depositor's remark. Potency is read from the fitted curve at half-maximal effect. Some of the compounds tested. The share of hits here may be higher or lower than overall.

SMILES | ERK EGF inh
CCOC(=O)C1CCN(C(=O)COC(=O)CNC(=O)c2ccc(OC)cc2)CC1 | -2.6%
CCNC(=S)Nc1cc(OC)c(NC(=O)c2ccco2)cc1OC | -1.1%
CC1(c2cc(C(F)(F)F)n3nc(C(=O)O)cc3n2)CC1 | 2.4%
COc1ccc(N2CC(O)=C(c3nc(-c4ccc(F)cc4)cs3)C2=N)cc1 | 1.1%
CCC(CC)NC(=O)COC(=O)c1cc(Br)ccc1Cl | 1.7%
COc1cc(NS(=O)(=O)c2ccc(NC(=O)CN3C(=O)c4ccccc4C3=O)cc2)ncn1 | -0.8%
Cc1cc(NC(=O)Nc2ccc(Cl)c(Cl)c2)n(-c2ccccc2)n1 | 10.5%[57.5 µM]
CCOC(=O)NC(=S)c1ccc[nH]1 | -2.3%
O=C(O)c1ccc(N2C(=O)c3cccnc3C2=O)cc1 | -2.7%
COc1ccccc1-n1c(CNC(=O)c2ccccc2)nnc1SCC(=O)Nc1nnc(C)s1 | -6.7%[57.5 µM]
O=C1CCCN1CCCNC(=S)Nc1ccccc1Cl | 4.5%
CCCCCCn1c(Br)nc2c1c(=O)n(C)c(=O)n2C | -10.1%
O=c1cc(-c2ccccc2O)oc2cc(O)cc(O)c12 | 2.2%
CC1(OC(=O)C2CCCC2)C(=O)C=C2C=C(c3ccsc3)N(C3CCCCC3)C=C2C1=O (stereo not drawn) | ?
CC(C)Cn1c(N)c(C(=O)COC(=O)c2cnc(Cl)c(Cl)c2)c(=O)n(C)c1=O | -7.2%
O=C(Nc1ccc2ccccc2c1)c1ccc(NS(=O)(=O)c2ccc(Br)s2)cc1 | ?
Cc1ccc(Cl)cc1NC(=O)C(Cc1ccccc1)N1C(=O)C2C3CCC(C3)C2C1=O (stereo not drawn) | -21.9%
Nc1cc([N+](=O)[O-])ccc1Nc1ccccc1 | 6.3%
CCOc1ccc(C(=O)c2ccc(OC)c(O)c2O)cc1 | -3.3%
CCOC(=O)C1C(=O)C=C(c2cccs2)CC1c1ccccc1 (stereo not drawn) | -1.6%
Brc1ccc(-c2csc(N/N=C/c3ccco3)n2)cc1 | ?
CN(C)CC(O)COC(c1ccc(Cl)cc1)c1ccc(Cl)cc1 (stereo not drawn) | 0.8%
O=C(Nc1ccc(Br)cn1)c1cccc2c1-c1ccccc1C2=O | 2.0%
O=C(/C=C/c1ccc(F)cc1)N1CCCN(C(=O)/C=C/c2ccc(F)cc2)CC1 | 2.6%
Cc1ccc(NC(=O)CCN2C(=O)OC(C)(C)C2(C)O)cc1 (stereo not drawn) | 0.0%
CCN(CC)C(=O)COC(=O)c1ccc(C)c(NC(=O)c2ccco2)c1 | 1.8%
OCCC1CN(Cc2cccn2-c2nccs2)CCN1C1CCCCC1 (stereo not drawn) | -6.4%[57.5 µM]
COc1ccc(NC(=O)/C=C/c2ccc(OC)c(OC)c2)cn1 | 0.1%
Cc1ccc(S(=O)(=O)Nc2ccccc2CNc2ccccn2)cc1 | 4.4%
COC(=O)c1ccc(Cl)c(S(=O)(=O)N2CCCC2)c1 | -2.2%

4 of the entries above in order of the ERK EGF inh value, falling.
SMILES | ERK EGF inh
Nc1cc([N+](=O)[O-])ccc1Nc1ccccc1 | 6.3%
CC1(c2cc(C(F)(F)F)n3nc(C(=O)O)cc3n2)CC1 | 2.4%
CN(C)CC(O)COC(c1ccc(Cl)cc1)c1ccc(Cl)cc1 (stereo not drawn) | 0.8%
CCOC(=O)C1CCN(C(=O)COC(=O)CNC(=O)c2ccc(OC)cc2)CC1 | -2.6%

The list continues:
SMILES | ERK EGF inh
O=C(c1ccco1)N1CCC2(CCN(Cc3ccccc3)CC2)CC1 | 3.3%
COCCNC(=O)C(c1ccc(O)cc1)N(C(=O)CCC(=O)Nc1nccs1)c1ccc(C)cc1 (stereo not drawn) | -2.7%
CC(C)Oc1cccc(C(=O)C2CCCN(C(=O)c3ccnn3C)C2)c1 (stereo not drawn) | -7.3%
COc1ccc(/C=N/NC(=O)c2ccncc2)cc1[N+](=O)[O-] | 2.1%
CCN(CC)CCOC(=O)/C=C/c1ccccc1 | 0.0%[57.5 µM]
CC(=O)Nc1cccc(-c2nc3ccccc3s2)c1 | 4.1%
O=Cc1cccn1-c1ccc(O)cc1 | 1.8%
CSc1n[nH]c(=O)n1-c1cccc(Cl)c1 | -13.8%[57.5 µM]
Cc1cccc(NC(=O)CCSc2nnc(Cc3ccccc3)o2)c1 | -5.2%
C/C(CC(=O)Nc1ccc(OCc2ccccc2)cc1)=N\NC(=O)C(=O)Nc1cccc(C)c1 | -4.2%
O=C(NCc1ccncc1)c1ccc(Cl)c(S(=O)(=O)N2CCCCC2)c1 | -0.6%
CCNC(=O)CSc1nnc(-c2cccs2)o1 | 5.5%
O=Cc1ccccc1Oc1ccccc1 | -11.0%[57.5 µM]
CCOc1ccc(CN(C)CC(=O)Nc2cccc3ccccc23)cc1OC | -1.4%
COc1cc(CC(=O)Nc2ccc(Cl)c(C(F)(F)F)c2)cc(OC)c1OC | 0.2%
O=C(O)c1cc(-c2ccc(N3CCOCC3)cc2)nn1-c1ccccc1Cl | 32.7%
COc1ccc(-c2nc(NC(C)=O)sc2-c2ccccc2)cc1 | -10.0%
COCc1cc(/C=N\NC(=O)COc2ccc(Cl)cc2)ccc1OC | -16.4%
S=C(NCc1ccccc1)NC1CCCCC1 | -7.6%
O=C(CSc1nc2ccccc2s1)Nc1cc(S(=O)(=O)N2CCOCC2)ccc1O | 6.1%
O=C(N(c1ccccn1)c1ccccn1)C12CC3CC(CC(C3)C1)C2 | -4.9%
CCCCc1c(O)c2ccccc2n(CCCC)c1=O | 5.7%
Cc1cc2ncc(-c3ccc(Cl)cc3)cn2n1 | 1.9%
NC1=NC[C@@H](Cc2ccc(O)cc2)N1CCc1cc(C(F)(F)F)cc(C(F)(F)F)c1 | -7.6%[57.5 µM]
COc1ccccc1CNC(=O)c1ccc(CNc2c(N3CCCC3)c(=O)c2=O)cc1 | 11.7%
CC1CCN(C(=O)c2ccc(CSc3ccc(Cl)cc3)cc2)CC1 | 5.8%
CCOc1ccc(NC(=S)N(CCN2CCOCC2)Cc2cc3cc4c(cc3[nH]c2=O)OCO4)cc1 | 5.7%
N=C1SCC(=O)N1c1ncc(Cc2ccc(F)cc2)s1 | -2.3%
O=C(Nc1ccccc1)N1CCCC2(CCN(S(=O)(=O)c3ccccc3)CC2)C1 | 5.8%
[N-]=[N+]=NC1C[C@H](n2ccc(=O)[nH]c2=O)O[C@@H]1CO (stereo partly drawn) | -1.7%[57.5 µM]

Next section:
SMILES | ERK EGF inh
CCC(=O)N1CCc2cc(OC)c(OC)cc2C1COc1ccc(OC)cc1 (stereo not drawn) | 7.4%
O=C(CCC1CCCCC1)NC1=NCCS1 | -3.5%
COc1ccc(/C(N)=N/O)cc1O | 7.8%
CC(=O)Nc1ccc(CN2CCC(CO)(CCOc3ccccc3)CC2)cc1 | -2.8%
Cc1ncccc1C(=O)N1CCCC(CNC(=O)c2ccc(-c3ccccc3)cc2)C1 (stereo not drawn) | -10.2%
CCNc1nc(Oc2ccccc2)nc(OC(C)C(=O)OCC)n1 (stereo not drawn) | 8.6%
CC(C)(C)c1ccc(Oc2ccc(NC(=O)c3ccccc3C(=O)O)cn2)cc1 | -8.7%[57.5 µM]
CC(C)NC(=O)Nc1ccc(Br)cc1Cl | ?
C=CCN1C(=O)C(CC(=O)NCC)SC1=Nc1ccc(S(N)(=O)=O)cc1 (stereo not drawn) | 0.3%
CCOC(=O)C1=C(CC)Nc2ccccc2N=C1NC(=O)CCNC(C)=O | 8.0%
COc1cccc2c(=O)n(CC(=O)N3CCN(c4ccccc4)CC3)ccc12 | 5.3%
Cc1ccc(C(=O)NC(=S)Nc2cccc(NC(=O)c3ccccc3)c2)cc1[N+](=O)[O-] | -3.1%
COc1ccc(-n2nc(C(=O)NCC(=O)NCCCN3CCCCCC3)c3ccccc3c2=O)cc1Cl | 2.1%
O=C(CCS(=O)(=O)c1ccccc1)Nc1ccc(N2CCOCC2)cc1 | -3.6%
O=C1c2ccc(-c3ccc4c(c3)C(=O)N(CCO)C4=O)cc2C(=O)N1CCO | -1.6%[57.5 µM]
C=CCNC(=S)N1CCC(C(N)=O)CC1 | -4.0%[57.5 µM]
O=C(Nc1ccc(Cl)cc1)c1sccc1-n1cccc1 | 8.1%
OCc1ncc(-c2ccccc2)s1 | -7.0%[57.5 µM]
C[C@@H]1C[C@@H]2[C@H]3CCC4=CC(=O)C=C[C@]4(C)[C@]3(F)[C@@H](O)C[C@]2(C)[C@@]1(O)C(=O)CO | 4.2%[25.7 µM]
On1c(-c2ccccc2Cl)nc2ccccc21 | -2.5%
CN(Cc1ccon1)C(=O)CC1C(=O)NCCN1CC(C)(C)C (stereo not drawn) | 0.4%
Cc1ccc2nc(NC(=O)CSc3nncc(=O)n3N)sc2c1 | 1.7%
Cc1ccc(Nc2c(-c3ccco3)nc3nc(C)cc(C)n23)cc1 | -13.5%
O=C(Nc1cccc([N+](=O)[O-])c1)c1ccc(N2CCCC2=O)cc1 | -4.0%
COC(=O)[C@H]1C[C@H]2CC[C@H](O)C[C@H]2N1Cc1c(F)cccc1Cl | 0.6%
CCN(CC)C(=O)C(=O)c1c(-c2ccccc2)[nH]c2ccccc12 | 6.6%
O=c1nccc(Nc2ccccc2)[nH]1 | -9.0%[57.5 µM]
COc1ccc(NC(=O)C(=O)N/N=C/c2cccnc2)cc1 | -10.3%[57.5 µM]
CSc1nc(-c2ccccc2)cc(C)c1C#N | 3.1%
Cc1cc(C)c[n+](CC(=O)c2ccc(-c3ccccc3)cc2)c1 | 3.8%

(list continues)
SMILES | ERK EGF inh
O=C(NCCc1ccc2c(c1)OCCO2)c1ccc([N+](=O)[O-])cc1Cl | -5.3%
Cc1cccc(OCCOc2ccccc2C=C(C#N)C#N)c1 | -12.5%
CCNc1ncc2nc(-c3ccc(OC)cc3)c(=O)n(-c3ccc(OC)cc3)c2n1 | -4.0%
Cc1cc(C(=O)CN2C(=O)NC3(CCCc4sccc43)C2=O)c(C)n1-c1ccccc1 (stereo not drawn) | 8.4%
COCC(=O)N1CCN(c2nc3ccccc3o2)CC1 | -4.8%
N#Cc1ccc(NC(=O)c2cc(-c3cccs3)on2)cc1 | 0.6%
NNC(=O)c1cc(-c2ccc(O)cc2)nc2ccc(Br)cc12 | -2.5%[57.5 µM]
CCOc1ccc(N2C(=O)CC(SC(=NC)Nc3ccc(F)cc3)C2=O)cc1 (stereo not drawn) | 0.4%
CC(C)Oc1cc(NC(=O)CS(=O)(=O)CC(=O)N(C)C)c(Cl)cc1Cl | 9.5%[57.5 µM]
CNC(=O)N(C1=NCCCCC1)c1ccc(Br)cc1 | 1.5%
Cc1ccc(C(=O)COC(=O)c2cc(=O)[nH]c3ccccc23)cc1C | 6.8%
COc1ccc(OCC(O)CNC(=O)c2ccccc2)cc1 (stereo not drawn) | -10.3%[57.5 µM]
N#CCCN(C(=O)COc1ccc(Br)cc1F)c1ccc(F)cc1 | 5.5%
CCN(CC)C(=O)c1ccc2c(c1[N+](=O)[O-])C(=O)c1ccccc1C2=O | 2.5%
COc1cc(O)c(C(CCN2CCCC2)c2ccc(N(C)C)cc2)c(OC)c1 (stereo not drawn) | ?
COC(=O)c1sc(-c2ccc(Cl)cc2)cc1NC(=O)CSCC(=O)O | 6.1%[57.5 µM]
NC(=O)c1ccc(NC(=O)COC(=O)c2cc(S(=O)(=O)N3CCOCC3)ccc2N2CCCCC2)cc1 | 6.5%[57.5 µM]
O=C(c1ccc(Cl)c(S(=O)(=O)N2CCCC2)c1)N1CCN(c2ccc(F)cc2)CC1 | -0.2%
O=C(CSc1nc2[nH]ncc2c(=O)[nH]1)N1CCCC1 | -4.5%
CCCNC(=O)NNC(=O)c1ccc(F)cc1 | 6.0%
CCOC(=O)C1=C(C)NC(C)=C(C(=O)OCC)C1C(=O)OCC(=O)N(CC)C1CCS(=O)(=O)C1 (stereo not drawn) | -0.9%
O=C(CCN1C(=O)C2C3CCC(C3)C2C1=O)Nc1ccccc1C(F)(F)F (stereo not drawn) | -4.9%
Nc1nc2ncc(-c3ccsc3)c(N)n2n1 | -0.8%
COc1cccc(CN2CCNC(=O)C2CC(=O)N2CCCCO2)c1OC (stereo not drawn) | -2.3%
Cn1ncc(C(=O)Nc2ccc(OC(F)(F)F)cc2)c1-n1cccc1 | 11.8%[57.5 µM]
CC1(C)CCC2(C(=O)O)CC[C@]3(C)C(=CCC4[C@]5(C)CCC(O)C(C)(C)C5C(O)C[C@]43C)C2C1 (stereo partly drawn) | -15.4%
Cc1nc(NC(=O)COC(=O)CCc2nc3ccccc3s2)c(Cl)cc1Cl | 6.6%
O=C(NNc1ccc(-c2csnn2)cc1)c1ccccc1C(F)(F)F | -4.5%[57.5 µM]
Cc1ccc(NC(=O)c2ccc(F)cc2)cc1S(=O)(=O)N1CCCCCC1 | ?
CC(=O)N1CCN(CC(=O)Nc2ccccc2Sc2ccc(Cl)cc2)CC1 | -10.1%

Remaining list, next part:
SMILES | ERK EGF inh
COc1cc(CC(=O)OCC(=O)Nc2ccc(N3CCOCC3)cc2)cc(OC)c1OC | 0.4%
COCC(=O)Nc1nc(-c2ccccc2)ns1 | 14.2%
COc1cccc(NC(=O)NC2CCCc3ccccc32)c1 (stereo not drawn) | -13.4%[57.5 µM]
C/C(=N\NC(=O)c1nn(C)cc1Cl)c1ccncc1 | -7.5%
C=CCn1c(SCC(=O)NNC(=O)Nc2cccc(Cl)c2)nnc1-c1ccccc1 | -0.1%[57.5 µM]
CC(C)CCOc1cccc(OCC(=O)O)c1 | -10.0%
O=C(NCC1CCCO1)C(c1cccs1)N(C(=O)Cn1nnc(-c2cccs2)n1)C1CCCC1 (stereo not drawn) | 7.3%

Assay outcomes as filed in PubChem BioAssay.
